All columns: NCI-60 one-dose screen, growth in % after 48 h at 10 µM unless noted; 100 = growth as untreated, 0 = no growth, -100 = all killed.
MDA-MB-435 = MDA-MB-435 melanoma; 82,000 tested, 7.8% active; AID 1794794
HOP-62 = HOP-62 NSCLC; AID 1794735; 80,000 tested, 3.9% active
SR = SR leukemia cells; 73,000 tested, 8.7% active
CCRF-CEM = CCRF-CEM leukemia; 77,000 tested, 7% active; AID 1794778
MOLT-4 = MOLT-4 leukemia cells; 80,000 tested, 6.9% active
MDA-MB-468 = MDA-MB-468 breast cancer; 78,000 tested, 8.5% active
K-562 = K-562 leukemia | 78,000 tested, 7.4% active
RPMI-8226 = RPMI-8226 leukemia cells; 77,000 tested, 7.5% active
* = called active by the depositor; . = not tested or not shown; & = joins results of further samples; [ ] = dose if it differs, or a comment. How the source made its calls: active means growth percent below 10; inactive means the rest.

SMILES	MDA-MB-435	HOP-62	SR	CCRF-CEM	MOLT-4	MDA-MB-468	K-562	RPMI-8226
O=C(O)c1ccc(Nc2ccnc(SCC(=O)c3ccc([N+](=O)[O-])cc3)n2)cc1	106.1	105.9	105.9	98.5	101.8	100.7	103.6	100.2
CCCCc1ccc(N2CCC(=S)NC2=S)cc1	104.0	98.4	109.6	104.8	89.3	103.4	100.5	102.4
O=[N+]([O-])c1ccc2c(c1)-c1ccccc1C2O (centres undefined)	103.3	115.8	89.9	86.3	96.9	93.2	103.8	81.1
O=C(CN1CCN(Cc2ccccc2)CC1)Nc1nc(-c2cc3ccccc3oc2=O)cs1	105.5	96.0	101.3	103.1	93.2	87.8	83.2	93.2
Cn1cc(-c2nc(N)nnc2-c2c[nH]c3ccc(Br)cc23)c2cc(Br)ccc21	11.6	59.6	20.4	11.8	17.7	6.3*	12.2	31.1
c1cnc2n[nH]c(Nc3ncnc4c3sc3ncccc34)c2c1	100.8	90.8	100.6	88.6	97.9	96.5	86.8	88.1
N#Cc1c(N)nc(Nc2nc3ccccc3[nH]2)nc1-c1ccc(Cl)cc1	106.3	112.2	.	95.9	84.7	110.9	92.3	94.4
NS(=O)(=O)c1ccc(CCn2c(-c3c(F)c(F)c(F)c(F)c3F)nc(-c3ccccc3)c2-c2ccccc2)cc1	103.1	103.2	99.7	108.7	106.0	107.6	104.9	103.7
O=C(Cn1nncc1CN1C(=O)CSC1=O)Nc1ccc(Cl)cc1	104.0	105.5	115.0	100.4	110.4	110.7	111.5	102.8
O=S(=O)(Oc1ccc(Br)cc1)c1ccccc1	98.1	99.0	94.4	89.7	90.0	96.9	77.2	92.7
C=C1C(=O)O[C@H]2[C@H]1CC/C(COC(=O)NCc1ccc(Cn3c(=O)sn(CCCCl)c3=O)cc1)=C\CC[C@@]1(C)O[C@@H]21	26.8	87.2	.	-38.0*	-31.7*	-52.0*	0.1*	-30.1*
CCC(CC)N1C(=O)/C(=c2\sc3n(c2=O)NC2C(N=3)N(CC)C(=O)N2CC)c2ccccc21 (centres undefined)	9.5*	73.2	54.5	55.3	59.8	79.9	26.0	64.7
C#CC(CCC)N(C)C (centres undefined)	104.7	99.9	103.9	101.2	103.8	100.9	100.2	104.6
COc1ccc(Cl)c(C(C)=O)c1	108.3	102.7	103.7	102.2	101.8	105.7	97.7	105.3
COC(=O)[C@]12CC[C@@H](C)[C@H](C)[C@@H]1C1=CC[C@@H]3[C@@]4(C)C(C=O)=C[C@@](C)(COC(C)=O)[C@@H]4[C@H](O)C[C@@]3(C)[C@]1(C)CC2	-24.3*	8.7*	-26.2*	1.7*	.	-19.2*	4.8*	-17.0*
Oc1ccc(Cn2cc3c(c2-c2ccccc2)CCc2cnoc2-3)cc1	72.7	99.2	76.8	99.1	80.5	89.2	70.0	82.1
CCc1c(C)c2cc3nc(-c4cc(OC)c(OC)c(OC)c4)oc3c(C)c2oc1=O	101.4	97.3	93.9	98.2	93.4	113.9	102.1	92.1
Cc1ccc(C(C)(C)C(CC(=O)O)C(=O)O)cc1 (centres undefined)	105.8&109.6	87.1&76.4	99.9&97.6	85.8&105.2	107.8&103.9	105.5&108.3	100.7&103.1	93.7&106.7
Cc1ccc(S(=O)(=O)c2nc(-c3ccc(F)cc3)oc2S(C)(=O)=O)cc1	77.2	99.8	8.1*	-14.8*	2.9*	57.7	1.8*	31.7
c1ccc(NCc2ccco2)nc1	97.9	106.6	.	105.7	109.3	98.3	112.6	112.6
Cc1nc2c(n1C)CN(C(=O)Nc1nc(-c3ccc(F)cc3)ccc1N)C2	101.5	81.8	89.1	98.5	98.1	111.7	86.3	85.1
COc1cc2nc(Cl)nc(Nc3cccc(C4=NN(C(C)=O)C(c5ccc(Cl)cc5)C4)c3)c2cc1OC (centres undefined)	87.6	103.6	80.6	68.0	58.5	97.3	65.8	49.6
COc1cc(OC(C)=O)c2c(=O)cc(-c3ccc(OC(C)=O)cc3)oc2c1	108.5	126.3	101.1	97.8	108.9	109.2	93.5	112.0
CCOC(=O)c1noc(-c2ccc(C)cc2)c1C(=O)c1ccc(C)cc1	97.9	88.3	.	96.2	99.1	103.0	95.9	92.8
CNC(=O)c1cc(Oc2ccc3nc(NC(=O)c4cc(C(F)(F)F)cc(C(F)(F)F)c4)sc3c2)ccn1	12.1	16.3	12.5	16.8	8.0*	23.0	13.3	9.4*
SMILES	MDA-MB-435	HOP-62	SR	CCRF-CEM	MOLT-4	MDA-MB-468	K-562	RPMI-8226
CC(Sc1nc2ccccc2c(=O)n1Cc1ccc(S(N)(=O)=O)cc1)C(=O)Nc1ccccc1 (centres undefined)	104.3	98.8	98.8	92.7	90.4	88.0	85.6	87.9
S=C(NCc1ccco1)NCc1ccco1	110.8	110.1	97.3	87.8	103.7	113.8	108.7	99.1
CCN(CC)CCCNCCS	100.7	117.6	90.6	96.6	97.0	107.3	92.5	102.9
CCOc1ccc(C(=O)CCC(=O)O)c(C)c1	110.1	97.0	112.2	114.5	117.3	94.9	107.3	111.2
O=C(O)c1cn(C2CC2)c2cc(N3CCN(CC(=S)Nc4ccc(Cl)cc4)CC3)c(F)cc2c1=O	100.6	104.2	95.6	97.7	102.1	88.5	85.4	.
N=C(N)SCC1CCCCC1	100.5	97.7	93.4	94.3	97.7	114.3	95.4	96.5
Br/C=C/c1ccccc1	111.4	117.4	113.4	105.4	116.5	92.9	107.0	111.7
Clc1ccc(-c2cc(-c3cn(-c4ccccc4)nc3-c3ccc(OCc4ccccc4)cc3)on2)cc1	111.0	81.7	94.5	90.8	94.9	104.8	83.5	92.8
CC(=O)Nc1ccc2c(c1)Cc1c-2cc(Cl)c(NC(C)=O)c1Cl	99.2	.	88.0	.	105.9	100.0	110.6	117.1
CC(C)(C)CC(N)CC(C)(C)C	95.7	97.5	102.2	98.6	102.8	106.7	89.2	102.5
CC(=O)Nc1ccc(S2=Nc3ccccc3S2)cc1 (centres undefined)	104.3	91.9	78.6	88.2	90.7	107.6	97.7	98.1
CCSC(=S)NC(=O)c1ccccc1	110.3	107.1	115.8	103.6	114.4	102.1	112.1	100.7
O=CNc1cc(Cl)cc(Cl)c1	106.9	101.5	90.3	100.8	97.5	103.4	97.5	99.1
Cc1ccc(Nc2cc(N)[nH]c(=O)n2)cc1C	111.4	112.1	.	101.7	104.0	99.7	96.3	98.2
CCN1C(=O)N(CC)C2C1NN=c1s/c(=C\c3ccc(Br)cc3)c(=O)n12 (centres undefined)	-13.6*	23.8	14.0	11.4	12.6	7.2*	4.6*	.
O=C(Cn1cc(CN2C(=O)C3CCCN3C(=O)c3ccccc32)nn1)Nc1cccc(Cl)c1 (centres undefined)	102.7	103.7	100.0	111.0	98.7	116.8	98.8	107.0
O=C1/C(=C/c2cccc(OCc3ccc(Cl)c(Cl)c3)c2)N=C2OCCCN12	91.7	87.9	79.8	73.7	60.1	33.8	60.3	69.2
CC[C@H](CC[C@@H](C)[C@H]1CC[C@H]2[C@@H]3CC[C@@H]4CC(=O)/C(=C\c5ccncc5)C[C@]4(C)[C@H]3CC[C@]12C)C(C)C	101.3	99.3	87.5	106.7	104.0	105.4	97.0	92.2
CSCCC1NC(=O)C(CC(N)=O)NC(=O)C2CCCN2C(=O)C2CSSCC(NC(=O)CNC(=O)C3CSSCC(NC(=O)CNC(=O)C(CCCNC(=N)N)NC1=O)C(=O)NCC(=O)NC(C(C)C)C(=O)NC1CSSCC(NC(=O)C(Cc4ccccc4)NC(=O)C(CCCNC(=N)N)NC(=O)C(NC(=O)CNC(=O)C(C)NC(=O)C4CCCN4C(=O)C(N)CC(N)=O)CSSCC(C(=O)NC(CCCCN)C(=O)NC(Cc4ccccc4)C(=O)O)NC1=O)C(=O)N3)C(=O)N2 (centres undefined)	107.9	112.0	93.1	88.4	104.0	114.7	90.9	100.4
CNCc1cccc2c1OCCOCCOCCN(CCN1CCOCC1)S(=O)(=O)c1ccc(cc1)-c1cnc(N)c(n1)C(=O)N2	47.3	100.1	7.9*	18.0	-2.0*	53.9	12.6	54.8
CCCCCC(CCc1ccccc1)(C(=O)OCC)C(=O)OCC	104.4	105.9	88.8	95.5	92.8	113.0	96.6	85.5
CCOC(=O)[C@@H](C)C[C@H](Cc1ccccc1)NC(=O)c1csc([C@@H](C[C@H](C(C)C)N(C)C(=O)[C@@H](NC(=O)[C@H]2C[C@H](O[Si](C)(C)C(C)(C)C)CCN2C)C(C)C)OC(C)=O)n1	-57.5*[9.25 µM]	0.2*[9.25 µM]	-13.9*[9.25 µM]	0.2*[9.25 µM]	1.3*[9.25 µM]	3.5*[9.25 µM]	3.5*[9.25 µM]	-32.7*[9.25 µM]
O=[N+]([O-])c1cccc(-c2nc3sccn3c2-c2ccnc(NCCCNS(=O)(=O)c3ccc(C(F)(F)F)cc3)n2)c1	18.4	50.0	37.5	14.5	7.2*	22.8	20.6	-4.6*
COc1ccc(-c2nc(/C=C3\C(=O)Nc4ccccc43)c3ccccn23)cc1	76.6	63.5	85.2	94.3	96.2	82.7	81.5	86.5
COc1cc(CN(c2ccccc2)C2OC(=O)c3ccccc32)cc(OC)c1OC (centres undefined)	101.6	86.7	.	110.0	.	96.4	.	94.4
SMILES	MDA-MB-435	HOP-62	SR	CCRF-CEM	MOLT-4	MDA-MB-468	K-562	RPMI-8226
COc1cc2c(c(OC)c1OC)C(=O)CC(c1cccc(NC(=O)c3cc(NC(=O)[C@@H](N)Cc4ccccc4)ccc3Cl)c1)O2 (some centres undefined)	31.8	93.8	14.1	47.2	35.3	44.9	33.7	47.0
O=C1c2ccc3c4c(ccc(c24)C(=O)N1CCNCc1ccccc1)C(=O)N(CCNCc1ccccc1)C3=O	-75.6*	95.6	-8.2*	-6.5*	-9.1*	-62.9*	1.0*	.
CCOc1ccc(/C=N/Nc2nc3ccccc3s2)cc1OCC	85.3	51.1	96.2	100.0	89.4	81.0	92.3	98.2
CCN1C(=S)N(c2ccccc2)C2NC(=O)N(/N=C/C=C/c3ccccc3OC)C21 (centres undefined)	52.6	80.6	40.9	92.3	101.0	79.0	59.2	92.6
CC(=O)n1c(/C(C#N)=C/c2ccc(N(C)C)cc2)cc2ccccc21	2.2*	31.3	26.8	21.1	33.1	14.2	15.0	16.2
CC1(C)CCC(=NNC(N)=S)CC1	111.0	111.1	116.4	30.3	99.8	103.1	94.6	103.4
Brc1ccc2nc(-c3cn(Cc4ccccc4)c4ncccc34)n(Cc3ccccc3)c2n1	89.3	75.7	56.9	89.0	66.7	43.9	57.4	59.8
N/C(=N\OC(=O)CSc1nc2ccccc2s1)c1ccc2ccccc2c1	104.0	92.0	116.9	100.6	99.2	102.0	101.9	110.4
CCCC[C@@H](C=O)NC(=O)[C@H](CC(C)C)NC(=O)[C@H](CC(C)C)NC(=O)OCc1ccccc1	-4.1*	11.8	-24.4*	-26.5*	-11.7*	.	0.8*	-10.2*
Cc1ccc(-c2cc(Cc3c(Cl)cccc3Cl)c(=O)n(Cn3cncn3)n2)cc1C	84.9	82.4	65.4	80.2	75.1	99.8	91.0	88.8
N/C(=N\OC(=O)Nc1ccc(CSc2ccc(Cl)cc2)o1)c1ccccn1	108.2	105.3	155.2	125.9	147.2	.	126.5	133.8
COc1ccc(NC(=O)C2=C(C)Nc3ncnn3C2c2ccc(C)cc2)cc1 (centres undefined)	93.3	94.1	84.6	99.5	94.1	123.2	93.3	95.3
CN1c2ccccc2Sc2cc(/C=N/Nc3nc4ccccc4s3)ccc21	105.3	90.3	113.6	109.1	106.0	114.5	99.1	101.7
Cc1ccc(S(=O)(=O)CCc2nc(S(=O)(=O)c3ccc(C)cc3)c(NCCCN3CCOCC3)o2)cc1	104.5	92.5	91.0	90.8	94.0	112.9	86.2	102.9
N#Cc1c(-c2cccc(F)c2)cc(-c2cccnc2)[nH]c1=O	100.0	95.7	91.3	103.7	99.7	106.1	95.3	98.8
O=C1CNC(c2ccccc2)N1O (centres undefined)	100.6	95.6	83.1	100.6	95.3	101.6	94.3	101.0

Part of the list above, with bars between the fields.
Molecule | MDA-MB-435 | HOP-62 | SR | CCRF-CEM | MOLT-4 | MDA-MB-468 | K-562 | RPMI-8226
Cc1ccc(S(=O)(=O)CCc2nc(S(=O)(=O)c3ccc(C)cc3)c(NCCCN3CCOCC3)o2)cc1 | 104.5 | 92.5 | 91.0 | 90.8 | 94.0 | 112.9 | 86.2 | 102.9
O=C1CNC(c2ccccc2)N1O (centres undefined) | 100.6 | 95.6 | 83.1 | 100.6 | 95.3 | 101.6 | 94.3 | 101.0
CN1c2ccccc2Sc2cc(/C=N/Nc3nc4ccccc4s3)ccc21 | 105.3 | 90.3 | 113.6 | 109.1 | 106.0 | 114.5 | 99.1 | 101.7
N/C(=N\OC(=O)Nc1ccc(CSc2ccc(Cl)cc2)o1)c1ccccn1 | 108.2 | 105.3 | 155.2 | 125.9 | 147.2 | . | 126.5 | 133.8
CC1(C)CCC(=NNC(N)=S)CC1 | 111.0 | 111.1 | 116.4 | 30.3 | 99.8 | 103.1 | 94.6 | 103.4

Whole records, looked up by structure. Screens in order: MDA-MB-435	HOP-62	SR	CCRF-CEM	MOLT-4	MDA-MB-468	K-562	RPMI-8226
Entry for COc1ccc(NC(=O)C2=C(C)Nc3ncnn3C2c2ccc(C)cc2)cc1 (centres undefined) → 93.3	94.1	84.6	99.5	94.1	123.2	93.3	95.3
Entry for CN1c2ccccc2Sc2cc(/C=N/Nc3nc4ccccc4s3)ccc21 → 105.3	90.3	113.6	109.1	106.0	114.5	99.1	101.7
Entry for O=C1c2ccc3c4c(ccc(c24)C(=O)N1CCNCc1ccccc1)C(=O)N(CCNCc1ccccc1)C3=O → -75.6*	95.6	-8.2*	-6.5*	-9.1*	-62.9*	1.0*	.

High-throughput results from PubChem.
